Cdc42 wt GTP: modulators of GTP binding to wildtype Cdc42, primary screen, biochemical, multiplex bead flow cytometry, Bodipy-GTP; percent activity (GTP binding), % at 10 µM; Cell division control protein 42 homolog (Homo sapiens), P60953; 0.2% of 190,000 active; GST-Cdc42 beads; actives lie on both sides; AID 761, 2007;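 active = percent activity GTP binding at least 20 points away from the 100% baseline, either down as inhibitor or up as activator; inconclusive = compound flagged as likely green fluorescent from well-wide comparison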;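 note: median bead fluorescence of bound Bodipy-FL-GTP at 100 nM; 0% = excess unlabeled GTP control and 100% = no compound control; below 100% means less GTP binding so inhibitor and above means activator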
Target sequence (P60953 whole entry, looked up): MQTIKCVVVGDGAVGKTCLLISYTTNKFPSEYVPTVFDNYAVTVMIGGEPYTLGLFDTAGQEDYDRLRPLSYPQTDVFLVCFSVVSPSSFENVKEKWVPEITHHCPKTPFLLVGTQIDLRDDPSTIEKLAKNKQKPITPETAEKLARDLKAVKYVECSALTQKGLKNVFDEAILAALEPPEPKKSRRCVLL
Mcl-1 Bim block: inhibitors of Bim peptide binding to Mcl-1, primary screen, biochemical, bead-based flow cytometry, multiplex. Bim peptide-Mcl-1 binding. inhibition, % at 10 µM. Induced myeloid leukemia cell differentiation protein Mcl-1 (Homo sapiens), Q07820. 0.1% of 190,000 active. AID 1009, 2008; in the data active = inhibition above about 40%;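 note: 0% = no compound tracer wells and 100% = peptide blocker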
Target sequence (Q07820 whole entry, looked up): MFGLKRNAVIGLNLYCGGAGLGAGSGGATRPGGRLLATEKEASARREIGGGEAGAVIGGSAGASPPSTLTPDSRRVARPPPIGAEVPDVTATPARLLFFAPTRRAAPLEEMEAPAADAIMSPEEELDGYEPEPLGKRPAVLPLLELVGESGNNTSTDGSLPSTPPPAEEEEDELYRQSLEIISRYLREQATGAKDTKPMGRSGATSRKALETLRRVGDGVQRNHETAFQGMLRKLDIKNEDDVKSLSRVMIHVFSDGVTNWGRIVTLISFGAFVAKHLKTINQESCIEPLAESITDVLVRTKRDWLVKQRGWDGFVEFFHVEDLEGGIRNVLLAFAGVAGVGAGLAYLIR
Rac1 mut GTP: GTP binding modulators of activated mutant Rac1, primary screen, biochemical, bead-based flow cytometry, multiplex, fluorescent GTP | Ras-related C3 botulinum toxin substrate 1 (Homo sapiens), P63000 | GST-Rac1 activated beads; actives lie on both sides; 100% means binding = to untreated wells | percent activity (GTP binding), % at 10 µM | 0.11% of 190,000 active;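 active = GTP binding at least 20 percentage points away from the 100% baseline, in either direction, so actives lie on both sides; inconclusive = Compound likely fluorescent itself, or too few beads counted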
HRas wt GTP: modulators of GTP binding to HRas wildtype, primary screen, biochemical, bead-based flow cytometry, multiplex; GTP binding activity, % at 10 µM; GTPase HRas (Homo sapiens), P01112; GST-Ras wt beads, Bodipy-FL-GTP binding; actives lie on both sides; AID 759, 2007; 0.14% of 190,000 active;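 active = GTP binding activity at least 20% away from the 100% baseline, either lowered as inhibitor or raised as activator; inconclusive = flagged as likely green fluorescent, judged across all proteins in the well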;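 note: 0% = unlabeled GTP competition control and 100% = no-compound control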
Target sequence (P01112 whole entry, looked up): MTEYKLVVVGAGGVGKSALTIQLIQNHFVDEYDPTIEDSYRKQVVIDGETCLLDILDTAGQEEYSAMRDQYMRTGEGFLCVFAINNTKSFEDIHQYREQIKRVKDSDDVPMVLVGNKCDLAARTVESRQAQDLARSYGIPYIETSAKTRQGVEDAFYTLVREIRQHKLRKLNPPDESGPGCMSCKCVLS
Rab2A wt mod: modulators of GTP binding to Rab2A wildtype, primary screen, biochemical, dog, bead-based flow cytometry, multiplex. Ras-related protein Rab-2A (Canis lupus familiaris), P61105. GST-Rab2 wt beads, Bodipy-GTP binding. GTP binding activity, % at 10 µM. 0.19% of 190,000 active. AID 760, 2007;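 active = GTP binding activity at least 20 points away from 100%, either lowered or raised; inconclusive = signal likely due to the compound's own green fluorescence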;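 note: 0% = beads with excess unlabeled GTP and 100% = no-compound control corrected for plate trend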
Rab7 wt GTP bind: modulators of GTP binding to Rab7, primary screen, biochemical, wildtype, multiplex bead flow cytometry; Rab7 GTPase wild type (dog), Bodipy-FL-GTP binding; GST-Rab7 beads, fluorescent GTP binding; actives lie on both sides; untreated = 100%, excess cold GTP = 0%; GTP binding activity (percent of control), % at 10 µM; 0.055% of 190,000 active; AID 758, 2007;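 active = fluorescent GTP binding to Rab7 beads changed by at least 20 points from the 100% baseline, either direction, mostly lower; inconclusive = compound itself probably fluorescent, or too few beads counted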;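 note: median green fluorescence of bound Bodipy-FL-GTP per Rab7 bead population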
Avidin bead fluor: green autofluorescence of compounds with avidin beads – biophysical, 488/530 nm, flow cytometry, artefact control, profiling panel. compound fluorescence 488/530 nm; stronger effect = higher value. fluorescence (KMESF) at 10 µM. 0.38% of 220,000 active; in the data active = fluorescence above about 47; note: inactives centre near 10
Mcl1 Noxa PPI: Mcl-1/Noxa binding inhibitors, primary screen, biochemical, TR-FRET, 1536-well; TR-FRET Mcl-1/Noxa peptide binding, 2 h; inhibition, % at 21.7 µM; 1.5% of 220,000 active; AID 1022, 2008;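 active = compounds that cut the protein-peptide binding signal by more than 50% relative to plate controls in a single-dose test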;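 note: His-tagged Mcl-1 with rhodamine Noxa BH3 peptide and terbium anti-His antibody; 0% = Mcl-1 plus Noxa peptide wells and 100% = peptide-only wells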
Mcl1-Bid inh: Mcl-1/Bid binding inhibitors, primary screen, biochemical, TR-FRET, 1536-well. TR-FRET Mcl-1/Bid-Dy647 peptide binding. inhibition, % at 21.7 µM. 0.97% of 220,000 active. Induced myeloid leukemia cell differentiation protein Mcl-1 (Homo sapiens), Q07820. AID 1021, 2008;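 active = compounds that cut the binding signal by more than half at the single screening dose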;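 note: His-tagged Mcl-1 with europium anti-His antibody binding Bid BH3 peptide; 0% = Mcl-1 plus peptide wells and 100% = peptide-only wells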
Rac1 wt modul: wildtype Rac1 GTP binding modulators, primary screen, biochemical, GST-Rac1 beads, flow cytometry, multiplex; GTP binding activity (% of control), % at 10 µM; AID 757, 2007; 0.27% of 190,000 active; fluorescent GTP binding; actives lie on both sides; 0 = cold GTP competed, 100 = untreated;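 active = GTP binding activity at least 20 points away from the 100% control level, either lower or higher; inconclusive = compound flagged as likely green fluorescent, judged across all proteins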
Pf gamet viab: late stage P. falciparum gametocyte viability inhibitors, primary screen, ATP luminescence, HTS; P. falciparum stage V gametocytes, 24 h; inhibition, % at 10.9 µM; 0.065% of 150,000 active;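 active = inhibition above the mean plus 3 SD of compounds within the control limits, set per campaign, cut at about 38% in these data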;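 note: 0% = DMSO wells and 100% = medium only without gametocytes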
Active calls of the source: *.

COc1ccc(CCNC(=O)C2CCN(C(=O)c3ccc([N+](=O)[O-])cc3)CC2)cc1 was read as Cdc42 wt GTP 99, Mcl-1 Bim block 0, Rac1 mut GTP 96, HRas wt GTP 99, Rab2A wt mod 101, Rab7 wt GTP bind 109, Avidin bead fluor 5, Mcl1 Noxa PPI 1, Mcl1-Bid inh -9, Rac1 wt modul 101 and Pf gamet viab 3.
For COC(=O)c1ccc(C(=O)OC)c(NC(=S)N2CCN(c3cccc(Cl)c3)CC2)c1 the results were Cdc42 wt GTP 101, Mcl-1 Bim block -6, Rac1 mut GTP 100, HRas wt GTP 101, Rab2A wt mod 102, Rab7 wt GTP bind 102, Avidin bead fluor 8, Mcl1 Noxa PPI -11, Mcl1-Bid inh -40 and Rac1 wt modul 104.
Screening CCOc1cc(C=O)ccc1OCC(=O)N1CCCC1 returned Cdc42 wt GTP 99, Mcl-1 Bim block -1, Rac1 mut GTP 96, HRas wt GTP 100, Rab2A wt mod 100, Rab7 wt GTP bind 106, Avidin bead fluor 10, Mcl1 Noxa PPI -2, Mcl1-Bid inh -10 and Rac1 wt modul 98.
For CCOc1ccc(N(CC(=O)Nc2ccccc2C(=O)NC(C)CC)S(C)(=O)=O)cc1 (centres undefined) the results were Cdc42 wt GTP 96, Mcl-1 Bim block 1, Rac1 mut GTP 97, HRas wt GTP 99, Rab2A wt mod 98, Rab7 wt GTP bind 102, Avidin bead fluor 3, Mcl1 Noxa PPI 1, Mcl1-Bid inh -35, Rac1 wt modul 100 and Pf gamet viab -13.
COc1ccc(OC)c(C2Nc3nc4ccccc4n3C(C)=C2C(=O)Nc2ccc(C)cc2C)c1 (centres undefined) was read as Cdc42 wt GTP 106, Mcl-1 Bim block 1, Rac1 mut GTP 98, HRas wt GTP 100, Rab2A wt mod 99, Rab7 wt GTP bind 98, Avidin bead fluor 8, Mcl1 Noxa PPI 4, Mcl1-Bid inh 5 and Rac1 wt modul 103.
Screening O=C(c1cc2c(s1)-c1ccccc1OC2)N1CCCC1 returned Cdc42 wt GTP 99, Mcl-1 Bim block 0, Rac1 mut GTP 99, HRas wt GTP 98, Rab2A wt mod 97, Rab7 wt GTP bind 97, Avidin bead fluor 9, Mcl1 Noxa PPI 13, Mcl1-Bid inh -5 and Rac1 wt modul 103.
For O=C(OCc1c(F)cccc1Cl)c1cnccn1 the results were Cdc42 wt GTP 105, Mcl-1 Bim block -3, Rac1 mut GTP 100, HRas wt GTP 103, Rab2A wt mod 103, Rab7 wt GTP bind 100, Avidin bead fluor 40, Mcl1 Noxa PPI 6, Mcl1-Bid inh -16 and Rac1 wt modul 103.
`COc1ccc(N(C)S(=O)(=O)c2c(C)[nH]c(=O)[nH]c2=O)cc1` gave Cdc42 wt GTP 98, Mcl-1 Bim block 0, Rac1 mut GTP 96, HRas wt GTP 98, Rab2A wt mod 97, Rab7 wt GTP bind 96, Avidin bead fluor 17, Mcl1 Noxa PPI -2, Mcl1-Bid inh -32, Rac1 wt modul 95 and Pf gamet viab 2.
`COc1ccc(C)cc1S(=O)(=O)N(C)CC(=O)N1CCC(C(N)=O)CC1` gave Cdc42 wt GTP 97, Mcl-1 Bim block 0, Rac1 mut GTP 96, HRas wt GTP 98, Rab2A wt mod 98, Rab7 wt GTP bind 100, Avidin bead fluor 11, Mcl1 Noxa PPI 10, Mcl1-Bid inh -28, Rac1 wt modul 98 and Pf gamet viab 1.
CCC(C(=O)Nc1ccc(C(C)C)cc1)c1ccccc1 (centres undefined) was read as Cdc42 wt GTP 99, Mcl-1 Bim block -8, Rac1 mut GTP 96, HRas wt GTP 94, Rab2A wt mod 96, Rab7 wt GTP bind 96, Avidin bead fluor 4, Mcl1 Noxa PPI -16, Mcl1-Bid inh -11, Rac1 wt modul 99 and Pf gamet viab -19.
For O=C(c1ccc(CS(=O)(=O)c2c(Cl)cccc2Cl)o1)N1CCN(c2ccccn2)CC1 the results were Cdc42 wt GTP 99, Mcl-1 Bim block -2, Rac1 mut GTP 101, HRas wt GTP 101, Rab2A wt mod 99, Rab7 wt GTP bind 104, Avidin bead fluor 7, Mcl1 Noxa PPI 11, Mcl1-Bid inh -17 and Rac1 wt modul 106.
For N=C1c2ccccc2CN1NC(=O)c1cccc(S(=O)(=O)N2CCCC2)c1 the results were Cdc42 wt GTP 99, Mcl-1 Bim block -5, Rac1 mut GTP 99, HRas wt GTP 101, Rab2A wt mod 98, Rab7 wt GTP bind 98, Avidin bead fluor 11, Mcl1 Noxa PPI 10, Mcl1-Bid inh -2 and Rac1 wt modul 104.
Cc1ccc(NC(=S)N/N=C/c2ccc(OCCC(C)C)cc2)c(C)c1 was read as Cdc42 wt GTP 95, Mcl-1 Bim block -4, Rac1 mut GTP 95, HRas wt GTP 94, Rab2A wt mod 97, Rab7 wt GTP bind 95, Avidin bead fluor 20, Mcl1 Noxa PPI -18, Mcl1-Bid inh -34, Rac1 wt modul 100 and Pf gamet viab 3.
COc1ccc(Nc2ncnc3c2oc2ccccc23)cc1 was read as Cdc42 wt GTP 99, Mcl-1 Bim block 2, Rac1 mut GTP 97, HRas wt GTP 98, Rab2A wt mod 95, Rab7 wt GTP bind 97, Avidin bead fluor 15, Mcl1 Noxa PPI 24, Mcl1-Bid inh 16 and Rac1 wt modul 97.
Screening COc1cccc(OCC(=O)O/N=C(\N)c2ccc(OC)c(OC)c2)c1 returned Cdc42 wt GTP inconclusive, Mcl-1 Bim block -1, Rac1 mut GTP inconclusive, HRas wt GTP inconclusive, Rab2A wt mod inconclusive, Rab7 wt GTP bind inconclusive, Avidin bead fluor 12, Mcl1 Noxa PPI -6, Mcl1-Bid inh -21, Rac1 wt modul inconclusive and Pf gamet viab -36.
Screening COc1ccc(CCc2nc(-c3ccc(-n4cccc4)cc3)no2)cc1 returned Cdc42 wt GTP 92, Mcl-1 Bim block 0, Rac1 mut GTP 92, HRas wt GTP 95, Rab2A wt mod 94, Rab7 wt GTP bind 97, Avidin bead fluor 14, Mcl1 Noxa PPI -5, Mcl1-Bid inh -23 and Rac1 wt modul 95.
Screening CC(C)NC(=O)CSc1nc2ccccc2c(=O)n1CCCOC(C)C returned Cdc42 wt GTP 96, Mcl-1 Bim block 0, Rac1 mut GTP 93, HRas wt GTP 96, Rab2A wt mod 95, Rab7 wt GTP bind 93, Avidin bead fluor 7, Mcl1 Noxa PPI -7, Mcl1-Bid inh -23, Rac1 wt modul 92 and Pf gamet viab 4.
Screening CCN(CC(=O)Nc1ccc2c(c1)OCCO2)C(=O)CC1CCCC1 returned Cdc42 wt GTP 103, Mcl-1 Bim block 5, Rac1 mut GTP 100, HRas wt GTP 104, Rab2A wt mod 104, Rab7 wt GTP bind 101, Avidin bead fluor 3, Mcl1 Noxa PPI -11, Mcl1-Bid inh -30 and Rac1 wt modul 103.
C=CCc1cccc2cc(C(=O)NC(C)(C)C)c(=O)oc12 was read as Cdc42 wt GTP 101, Mcl-1 Bim block -2, Rac1 mut GTP 101, HRas wt GTP 100, Rab2A wt mod 101, Rab7 wt GTP bind 98, Avidin bead fluor 2, Mcl1 Noxa PPI 9, Mcl1-Bid inh -7, Rac1 wt modul 104 and Pf gamet viab -19.
For Cc1ccc(S(=O)(=O)NCCC(c2ccc(F)cc2)c2ccco2)cc1 (centres undefined) the results were Cdc42 wt GTP 96, Mcl-1 Bim block -1, Rac1 mut GTP 97, HRas wt GTP 96, Rab2A wt mod 96, Rab7 wt GTP bind 97, Avidin bead fluor 8, Mcl1 Noxa PPI 8, Mcl1-Bid inh -24, Rac1 wt modul 101 and Pf gamet viab -19.
For Cc1ccc(C(=O)CC2(O)C(=O)N(CN3CCOCC3)c3ccccc32)cc1 (centres undefined) the results were Cdc42 wt GTP 101, Mcl-1 Bim block 3, Rac1 mut GTP 96, HRas wt GTP 102, Rab2A wt mod 101, Rab7 wt GTP bind 101, Avidin bead fluor 8, Mcl1 Noxa PPI -3, Mcl1-Bid inh -19, Rac1 wt modul 103 and Pf gamet viab -20.
`CCOc1ccc(C2N(c3ccc(Cl)cc3)C(=O)C3CCCN32)cc1OC` (centres undefined) gave Cdc42 wt GTP 97, Mcl-1 Bim block 0, Rac1 mut GTP 95, HRas wt GTP 95, Rab2A wt mod 97, Rab7 wt GTP bind 98, Avidin bead fluor 8, Mcl1 Noxa PPI 9, Mcl1-Bid inh -8 and Rac1 wt modul 95.
Screening COc1ccc(CCNC(=O)CSc2nnc(CNC(=O)c3ccccc3F)o2)cc1OC returned Cdc42 wt GTP 101, Mcl-1 Bim block 1, Rac1 mut GTP 98, HRas wt GTP 99, Rab2A wt mod 101, Rab7 wt GTP bind 94, Avidin bead fluor 5, Mcl1 Noxa PPI -1, Mcl1-Bid inh 4, Rac1 wt modul 100 and Pf gamet viab -17.
O=C(Cc1c(O)c2ccccc2[nH]c1=O)N(Cc1ccccc1)Cc1ccccc1 was read as Cdc42 wt GTP 97, Mcl-1 Bim block 0, Rac1 mut GTP 94, HRas wt GTP 95, Rab2A wt mod 94, Rab7 wt GTP bind 94, Avidin bead fluor 19, Mcl1 Noxa PPI 14, Mcl1-Bid inh -31, Rac1 wt modul 94 and Pf gamet viab 11.
CNc1nc2c(C)cccn2c(=O)c1C=Nc1ccc(OC)cc1 was read as Cdc42 wt GTP 99, Mcl-1 Bim block 1, Rac1 mut GTP 87, HRas wt GTP 89, Rab2A wt mod 87, Rab7 wt GTP bind 90, Avidin bead fluor 12, Mcl1 Noxa PPI -1, Mcl1-Bid inh -27, Rac1 wt modul 84 and Pf gamet viab -7.
CCCn1c(N2CCN(CC(=O)c3c[nH]c4ccccc34)CC2)nc2c1c(=O)[nH]c(=O)n2C was read as Cdc42 wt GTP 105, Mcl-1 Bim block 1, Rac1 mut GTP 100, HRas wt GTP 99, Rab2A wt mod 100, Rab7 wt GTP bind 97, Avidin bead fluor 17, Mcl1 Noxa PPI -7, Mcl1-Bid inh -22, Rac1 wt modul 104 and Pf gamet viab 1.
`Cc1cc(C)c(C)c(Cn2c(CO)nc3ccccc32)c1C` gave Cdc42 wt GTP 99, Mcl-1 Bim block -5, Rac1 mut GTP 100, HRas wt GTP 99, Rab2A wt mod 97, Rab7 wt GTP bind 100, Avidin bead fluor 22, Mcl1 Noxa PPI 9, Mcl1-Bid inh 16 and Rac1 wt modul 101.

Screening data (PubChem)
